Screening results deposited in PubChem BioAssay by several laboratories.
GC-B act: GC-B (human) receptor activation | actives 0.11% (n = 370,000) | activation, % at 10 µM | P20594 | HEK293-GC-B cells, CNP EC30, cGMP TR-FRET; 0% at EC30 CNP, 100% saturating CNP;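 active means activation at 10 µM reaching about 35% in either raw or pattern-adjusted values, limit read from the data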
hgDAF-12 ag: activates the H. glycines DAF-12 receptor ligand-binding domain; HEK293 GAL4-hgDAF12 UAS-luciferase reporter, agonist luminescence; normalized to butyrate control; activation, % at 6.8 µM; actives 1.8% (n = 370,000); AID 687014;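 active means activation above a cutoff set at the mean of all screened compounds plus 3 SD, cut at about 10% in these data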;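 further: 0% = DMSO wells and 100% = sodium butyrate wells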
DAX1 inh-1: inhibitors of DAX1 repression of SF-1 activated StAR promoter | HEK293T StAR-luciferase reporter, SF-1/DAX-1 repression relief | inhibition, % at 6.8 µM | actives 1.1% (n = 370,000) | AID 652010;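 active means inhibition above the mean over all tested compounds plus 3 SD, cut at about 3.6% in these data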;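 further: 0% = DAX-1 cells with DMSO and 100% = cells lacking DAX-1 with DMSO; higher inhibition means more luminescence from relief of DAX-1 repression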
sPLA2-III inh: Blocks human group III sPLA2 activity. Q9NZ20. QFRET BODIPY PC-A2 liposome hydrolysis, fluorescence. inhibition, % at 12.2 µM. actives 0.56% (n = 370,000);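 active means inhibition above mean plus 3 SD of compounds lying within the high and low control bounds, cut at about 19% in these data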;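 further: 0% = median of test compound wells and 100% = no enzyme DMSO wells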
FXN GAA850 act: frataxin GAA850 promoter activation; HEK293 lucGAA850 FXN promoter luciferase reporter, 24 h; percent of 10 µM SAHA response; actives 0.56% (n = 360,000); activation, % at 6 µM;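 active means activation above the average of all compounds screened plus 3 SD, cutoff fixed separately per campaign, cut at about 7.5% in these data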;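 further: 0% = DMSO wells and 100% = 10 µM SAHA wells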
ssDAF12 agonist: activators of S. stercoralis DAF-12 nuclear receptor; actives 1% (n = 370,000); AID 652126; HEK293 ssDAF-12/GRIP1 lit1-tk-luc reporter, luminescence; % of 3 µM dafachronic acid response; activation, % at 6.8 µM;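 active means activation above the mean over all tested compounds plus 3 SD, cut at about 0.9% in these data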;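 further: 0% = DMSO-only wells and 100% = 3 µM delta7-dafachronic acid wells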
GC-A act: GC-A (human) enzyme activation; AID 1671463; P16066; actives 0.14% (n = 370,000); activation, % at 10 µM; HEK293 GC-A cells, cGMP TR-FRET, EC30 ANP; 0% at EC30 ANP, 100% saturating ANP; in the data active means activation above about 40%
ADAM10 inh: inhibitors of human ADAM10; actives 0.62% (n = 370,000); AID 720582; inhibition, % at 7 µM; recombinant ADAM10, EDANS/DABCYL FRET peptide cleavage, 3 h; O14672;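 active means inhibition above a per-campaign cutoff equal to the mean of compounds falling between control-based bounds plus 3 SD, cut at about 20% in these data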;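 further: 0% = DMSO wells while the 100% control is not disclosed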
Target sequence (O14672 214-748 limits assumed): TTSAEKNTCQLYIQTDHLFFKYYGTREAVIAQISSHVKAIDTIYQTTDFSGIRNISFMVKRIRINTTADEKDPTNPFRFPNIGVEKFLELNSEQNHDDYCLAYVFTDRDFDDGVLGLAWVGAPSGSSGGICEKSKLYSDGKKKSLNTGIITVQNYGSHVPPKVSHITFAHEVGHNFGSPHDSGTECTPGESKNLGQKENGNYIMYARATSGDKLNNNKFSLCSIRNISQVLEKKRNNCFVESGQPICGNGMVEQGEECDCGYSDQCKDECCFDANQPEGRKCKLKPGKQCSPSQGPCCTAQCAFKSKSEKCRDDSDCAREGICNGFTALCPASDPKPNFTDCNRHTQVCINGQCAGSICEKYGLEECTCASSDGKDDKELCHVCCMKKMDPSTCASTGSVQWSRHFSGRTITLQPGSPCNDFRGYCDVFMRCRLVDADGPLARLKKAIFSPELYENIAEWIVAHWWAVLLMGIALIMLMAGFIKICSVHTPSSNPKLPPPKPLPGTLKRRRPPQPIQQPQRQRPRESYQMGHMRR
hcDAF12 agonist: activates DAF-12 receptor from parasite H. contortus | HEK293 hcDAF-12 lit1-tk-luc reporter, luminescence; 0% DMSO, 100% Δ7-dafachronic acid | actives 1.4% (n = 370,000) | activation, % at 6.8 µM;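 active means activation above the mean of all tested compounds plus 3 SD, cut at about 5.5% in these data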;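 further: 100% = response to 3 µM Δ7-dafachronic acid high control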
DAX1 inh-2: inhibitors of human orphan nuclear receptor DAX1 (NR0B1); HEK293 Gal4-DAX1 luciferase reporter, luminescence; P51843; inhibition, % at 6.75 µM; actives 0.99% (n = 340,000); AID 504766;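 active means inhibition above the mean over all tested compounds plus 3 SD, cut at about 4.2% in these data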;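 further: 0% = DAX1-transfected cells with DMSO and 100% = empty-vector control cells with DMSO; inhibition shows as a rise in luminescence from relieved DAX1 repression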
Target sequence (P51843 207-470 limits assumed): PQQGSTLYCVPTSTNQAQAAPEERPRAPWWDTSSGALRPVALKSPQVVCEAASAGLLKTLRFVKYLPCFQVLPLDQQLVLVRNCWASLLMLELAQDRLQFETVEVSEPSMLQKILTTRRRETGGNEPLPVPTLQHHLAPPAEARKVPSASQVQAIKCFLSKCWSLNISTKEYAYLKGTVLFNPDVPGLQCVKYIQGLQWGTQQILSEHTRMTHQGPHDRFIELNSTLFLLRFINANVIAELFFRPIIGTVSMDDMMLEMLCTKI
SMARCA2 activ: SMARCA2 function activation, primary screen; MG213 cells, MMTV-luciferase reporter, dexamethasone, overnight; activation, % at 9.1 µM; actives 1% (n = 370,000); in the data active means activation above about 7.8%;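 further: 0% = vehicle wells and 100% = reference activator wells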
An asterisk follows results filed as active; i = inactive; / = not tested or not shown.

SMILES | GC-B act | hgDAF-12 ag | DAX1 inh-1 | sPLA2-III inh | FXN GAA850 act | ssDAF12 agonist | GC-A act | ADAM10 inh | hcDAF12 agonist | DAX1 inh-2 | SMARCA2 activ
O=C(NCC1CCCO1)c1ccc(COc2ccccc2Br)cc1 (centres undefined) | 1 | 1.5 | -0.8 | -10 | 3.5 | -1.7 | 36 | 2 | -2.4 | -0.9 | -2
CC(=O)Nc1ccc(NC(=O)c2ccc3sc([C@H]4C[C@H](O)[C@@H](CO)O4)nc3c2)cc1 | -2 | 3.6 | -0.5 | -5 | 1.8 | -1.4 | 7 | 5 | -1.2 | / | 2
Cc1cc(C)cc(NS(=O)(=O)c2ccc(-c3cnc(C4CC4)o3)cc2)c1 | -10 | -0.7 | -0.6 | -43 | -3.3 | -0.5 | -24 | 14 | -1.3 | -0.9 | -4
CNS(=O)(=O)c1cccc(C(=O)OCC(=O)c2c(N)n(C)c(=O)n(C)c2=O)c1 | -3 | 0.0 | 0.9 | 8 | 1.9 | -1.7 | 16 | -3 | -0.4 | 0.9 | -3
NC(=O)NC(=O)CC1S/C(=N/N=C2/NC(=O)CS2)NC1=O (centres undefined) | 2 | 0.4 | -0.5 | 3 | 1.0 | 0.6 | 2 | -4 | -0.8 | -0.7 | -3
Cc1cc(OCC(=O)N2CCOCC2)ccc1NC(=O)c1ccccc1C | 4 | 0.2 | 3.1 | 2 | 0.3 | -0.6 | 0 | -1 | -0.1 | 0.4 | -1
COc1ccc(S(=O)(=O)Cc2ccc(C(=O)NCCc3ccc(S(N)(=O)=O)cc3)o2)cc1 | 0 | -1.4 | -1.4 | -4 | -1.4 | -1.8 | -3 | 4 | 0.1 | 1.3 | -3
CCn1c(CNC(=O)c2ccccc2F)nnc1SCCOc1ccccc1 | 5 | -2.0 | -0.5 | 6 | 0.8 | -1.0 | 1 | -3 | -1.4 | 2.4 | -3
Cc1ccc(S(=O)(=O)CCC(=O)OCC(=O)c2c(N)n(CC(C)C)c(=O)n(C)c2=O)cc1 | -2 | -1.3 | -2.6 | -10 | 0.9 | -0.9 | -3 | 8 | -2.0 | -0.5 | -3
CC(=O)c1sc(NC(=O)CN2C(=O)C3CC=CCC3C2=O)nc1-c1ccccc1 (centres undefined) | 1 | -1.1 | 0.2 | 2 | 3.3 | -0.7 | 6 | 2 | -1.5 | 0.5 | -2
Cc1cc(OCC(=O)N(C)c2ccccc2)cc2c1C(=O)CC(C)(C)O2 | -1 | -1.9 | -0.1 | 5 | 0.9 | -1.6 | -1 | -17 | -1.9 | -0.3 | -3
Cc1ccccc1CSCCNC(=O)c1ccc(N(C)S(=O)(=O)c2ccccc2)cc1 | -3 | 1.9 | -0.5 | -12 | -1.3 | -1.4 | -1 | 11 | -0.1 | -0.6 | 1

The last 2 records of the part before come first, to join the parts.
SMILES | GC-B act | hgDAF-12 ag | DAX1 inh-1 | sPLA2-III inh | FXN GAA850 act | ssDAF12 agonist | GC-A act | ADAM10 inh | hcDAF12 agonist | DAX1 inh-2 | SMARCA2 activ
Cc1cc(OCC(=O)N(C)c2ccccc2)cc2c1C(=O)CC(C)(C)O2 | -1 | -1.9 | -0.1 | 5 | 0.9 | -1.6 | -1 | -17 | -1.9 | -0.3 | -3
Cc1ccccc1CSCCNC(=O)c1ccc(N(C)S(=O)(=O)c2ccccc2)cc1 | -3 | 1.9 | -0.5 | -12 | -1.3 | -1.4 | -1 | 11 | -0.1 | -0.6 | 1
CC(=O)c1cccc(NC(=O)/C=C/c2ccc([N+](=O)[O-])s2)c1 | 0 | 1.9 | -1.3 | -4 | 7.2 | -0.6 | 7 | 0 | 0.5 | 0.0 | 4
COc1cc(C2Nc3ccc4ccccc4c3C3=C2C(=O)CC(C)(C)C3)ccc1OC(C)C(=O)O (centres undefined) | 3 | 4.2 | 0.1 | -2 | 0.6 | 0.6 | 4 | i | 3.9 | 1.1 | -1
N#Cc1cc(Sc2ccccn2)c(Sc2ccccn2)cc1C#N | -4 | -1.4 | -0.4 | 0 | 2.4 | 0.1 | -3 | 2 | -1.1 | -1.0 | 0
Cn1cc(C(=O)N/N=C/C(Br)=C/c2ccccc2)ccc1=O | -8 | -1.2 | -0.8 | 2 | 6.4 | -0.8 | -3 | 13 | 7.6* | 0.0 | -1
Cc1cccc(NC(=S)N(Cc2cccs2)Cc2cc3cc(C)cc(C)c3[nH]c2=O)c1 | -2 | 2.1 | 0.3 | 3 | 0.5 | -1.0 | 2 | -7 | 0.0 | 0.2 | -1
Cc1ccccc1NC1=NC(=S)N(c2ccccc2)C12CCOC(C)(C)C2 (centres undefined) | -3 | 1.0 | 0.5 | 6 | -1.7 | -1.1 | 7 | -4 | -0.1 | -1.1 | 3
CC1=CC(C)(C)N2C(=O)C3(NCCc4c3[nH]c3ccccc43)c3cc(C)cc1c32 (centres undefined) | -5 | -3.3 | 0.3 | 3 | -6.0 | -1.5 | -11 | 9 | -0.8 | -0.9 | 0
Cc1cccc(N2CCN(C(=O)C3CCN(S(=O)(=O)N4CCOCC4)CC3)CC2)c1C | 1 | -4.2 | -1.4 | -2 | 0.9 | -1.6 | -1 | 8 | -2.7 | -2.7 | 0
O=C(Cc1ccccc1F)NCC1(N2CCOCC2)CCCCC1 | -2 | -0.9 | -0.1 | -8 | 1.4 | -1.3 | 4 | -1 | -1.3 | 0.0 | 0
Cc1cc2ncn(C(=O)N3CCC(C)CC3)c2cc1C | 12 | 5.3 | 1.4 | 0 | 7.1 | -0.9 | 2 | -4 | -0.1 | 0.2 | -2
COCCN(CCOC)S(=O)(=O)c1ccc(C(=O)Nc2nnc(C3CC3)o2)cc1 | 12 | -0.2 | 2.1 | 5 | -0.6 | -0.2 | 1 | 6 | -1.2 | 1.0 | -2
COc1cc(C(c2c(C)[nH][nH]c2=O)c2c(C)[nH][nH]c2=O)ccc1OS(=O)(=O)c1ccccc1 | 7 | -1.6 | 0.0 | -48 | 0.9 | -0.9 | 6 | -1 | -1.3 | 0.2 | -2
OCCCNCc1ccc(Cl)cc1Cl | -1 | -2.4 | 0.1 | 8 | 0.7 | -1.0 | 1 | -3 | 0.0 | 0.4 | -2
Cc1ccn2c(c1)nc(=S)n2C(=O)c1ccccc1 | -1 | 15* | 6.5* | 6 | -7.4 | 0.5 | 0 | -6 | 6.7* | 4.5* | 5
O=C(COC(=O)C1CCN(c2ccc(C(F)(F)F)cn2)CC1)c1ccccc1Cl | -1 | 0.8 | 0.3 | -18 | 0.9 | -1.2 | 1 | 5 | 0.6 | 1.8 | -1
O=c1[nH]c2ccccc2nc1NCc1ccccc1 | 1 | 0.8 | 0.0 | 5 | 3.2 | -1.2 | 0 | -88 | -1.0 | 3.9 | -1
Cc1ccc(-c2cc(C(=O)OCn3nnc4ccccc4c3=O)c3ccccc3n2)cc1 | -1 | 3.1 | -0.2 | 6 | -0.2 | -1.2 | 0 | -5 | 2.3 | 0.2 | -2
CC(C)(C)c1ccc(C(=O)N2CCC3(CC2)NCCc2[nH]cnc23)cc1 | 0 | -0.3 | -0.4 | 1 | -2.0 | -1.3 | 2 | 8 | -2.1 | 0.0 | 2
COc1cc(NC(=O)NC2CCCCN(Cc3cccc(Cl)c3)C2=O)cc(OC)c1 (centres undefined) | -1 | 4.6 | -0.6 | 3 | / | -1.2 | 1 | 6 | -1.5 | / | -2
O=C(CN1CCN(c2ccc(O)cc2)CC1)NC(c1ccccc1)c1ccccc1 | -6 | 7.4 | 0.0 | 1 | -0.9 | -1.1 | -8 | 12 | -1.6 | 1.0 | 0
CCOC(=O)c1c(NC(NC(C)=O)C(Cl)(Cl)Cl)sc(C(C)=O)c1C (centres undefined) | -33 | -2.5 | -0.8 | -16 | 1.5 | -1.5 | -41 | 4 | -1.4 | -0.5 | 0
Cc1ccnc(NC(=S)NC(=O)/C=C/c2ccccc2)c1 | 5 | 2.1 | -0.1 | 7 | 2.3 | -0.8 | 1 | -9 | 1.3 | 0.3 | 2
Cc1ccccc1/C=N\NC(=O)c1ccccc1-n1cccc1 | -6 | 3.7 | -0.2 | -10 | 1.5 | -0.1 | -4 | -8 | 2.2 | 1.7 | -1
C[C@@H]1CN([C@H](C)CO)S(=O)(=O)c2ccc(Br)cc2O[C@@H]1CN(C)C(=O)Nc1ccc(C(F)(F)F)cc1 | -4 | 0.9 | -1.7 | -31 | 0.8 | -1.5 | -17 | 5 | -1.2 | -0.7 | -3
COCCCNC(=O)CN1CCN(Cc2ccccc2Cl)C1=O | 0 | -0.8 | -0.3 | 4 | 0.6 | -1.2 | 5 | -16 | -1.1 | -0.2 | -3
COc1cccc(C2/C(=C(/O)c3ccc4c(c3)OCO4)C(=O)C(=O)N2CCN2CCOCC2)c1 (centres undefined) | 3 | -1.6 | 2.3 | -5 | 2.4 | -1.2 | 8 | -6 | -0.6 | 0.4 | -1
O=C(Oc1ccc(C(=S)N2CCOCC2)cc1)c1ccc([N+](=O)[O-])cc1 | -2 | 0.2 | 0.1 | -3 | -0.8 | -1.3 | 0 | -5 | 0.8 | 0.0 | 0
CC(CCc1ccccc1)NC(=O)C1CCCN(c2nnc(-n3cccc3)s2)C1 (centres undefined) | -1 | -1.5 | -1.4 | -7 | -1.6 | -1.5 | 1 | -12 | -1.6 | -0.4 | -6
COc1ccc(C=NCCC2(O)CC(C)N(C)CC2C)cc1 (centres undefined) | 4 | 1.7 | -0.6 | 2 | 0.6 | -1.0 | 3 | 7 | -0.7 | -1.1 | -2
O=C(CCNC(=O)c1ccc([N+](=O)[O-])cc1)Nc1ccc(S(=O)(=O)N2CCOCC2)cc1 | -2 | -0.4 | -0.9 | 0 | -1.4 | -1.1 | 3 | -4 | -1.5 | -1.8 | -2
CCOc1ccc(-c2noc(CCC(=O)NCC3CCCO3)n2)cc1OC (centres undefined) | 0 | 2.9 | -0.1 | 4 | 3.4 | -0.7 | 1 | -3 | -1.8 | -1.5 | -2
CCN(CC(=O)NCc1cccs1)C(=O)/C=C/c1cccc(Br)c1 | -1 | 1.3 | -0.3 | 2 | 0.6 | -0.8 | -2 | -9 | 0.4 | -0.1 | -2
CCOc1ccc(NC2C=CS(=O)(=O)C2)cc1 (centres undefined) | -3 | -1.5 | -1.5 | -2 | 0.2 | -0.3 | 6 | 2 | -2.2 | -1.2 | -3
N#Cc1ccccc1NC(=O)CNc1ccc(Cl)c(C(F)(F)F)c1 | 1 | 1.0 | -0.3 | 3 | -0.1 | -0.5 | 0 | -2 | 1.0 | -0.6 | -2
COc1cccc(/C=C/C(=O)OCC(=O)c2cc(C)n(CC3CCCO3)c2C)c1OC (centres undefined) | 4 | 2.7 | -0.4 | -4 | 1.0 | -1.6 | 3 | -7 | -0.6 | 2.2 | 2
COc1ccc(N2CCN(CC(=O)Nc3sccc3C#N)CC2)cc1 | -2 | -1.1 | -0.3 | 8 | 0.2 | -0.9 | -2 | -9 | -3.0 | 0.4 | -2
c1cc(-c2nnc(-c3ccncc3)o2)ccn1 | -1 | 0.7 | 0.6 | 1 | -0.1 | -1.4 | 0 | 11 | 0.3 | -1.4 | 1
Cc1c(/C=N/NC(=O)CNc2ccccc2)c2ccccn2c1C(=O)c1ccncc1 | 5 | 1.3 | 0.9 | 7 | 1.5 | -1.3 | 2 | -5 | -1.4 | 0.5 | 0
